# GDH-TPI inh = inhibits GDH-TPI coupling enzymes, artifact for Mtb FBA screen; GDH-TPI coupled enzyme counterscreen, NADH absorbance; inhibition, % at 4.8 µM; 360,000 compounds, 1.2% hits; AID 588335;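 further: 0% = DMSO wells and 100% = wells lacking the enzyme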
# BioA inh = BioA (M. tuberculosis) enzyme inhibition. purified M. tuberculosis BioA enzyme, plate reader. inhibition, % at 9.99 µM. 360,000 compounds, 0.096% hits; in the data active means inhibition above about 40%; inconclusive means no clear call, values can overlap the other calls
# CCHFV vOTU inh = CCHFV vOTU protease inhibition; Pep-AMC fluorescence; inhibition, % at 11.5 µM; 370,000 compounds, 0.55% hits; further: 0% = vehicle wells with enzyme and 100% = no enzyme wells
# BoNT A protease = blocks Botulinum neurotoxin A light chain protease. multiplex microsphere protease substrate cleavage, flow cytometry. 360,000 compounds, 0.17% hits. inhibition, % at 10 µM. AID 588499; in the data active means inhibition above about 30%; inconclusive means no clear call, values can overlap the other calls; further: plate controls were buffer without enzyme for full effect and enzyme alone for no effect
# FadD28 binding = inhibitors of Mycobacterium tuberculosis FadD28 bisubstrate binding; FadD28 bisubstrate probe binding, fluorescence polarization; inhibition, % at 12.5 µM; 360,000 compounds, 0.22% hits; in the data active means inhibition above about 8.5%, passing the limit was not always enough; inconclusive means no clear call, values can overlap the other calls
# Mtb FBA inh = Mtb fructose-bisphosphate aldolase inhibition; purified M. tuberculosis FBA, fluorescence read-out; inhibition, % at 1 µM; 360,000 compounds, 2.3% hits; AID 588726; in the data active means inhibition above about 27%;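 further: 0% = vehicle and 100% = reference inhibitor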
# Target sequence (P9WQA3 whole entry, looked up): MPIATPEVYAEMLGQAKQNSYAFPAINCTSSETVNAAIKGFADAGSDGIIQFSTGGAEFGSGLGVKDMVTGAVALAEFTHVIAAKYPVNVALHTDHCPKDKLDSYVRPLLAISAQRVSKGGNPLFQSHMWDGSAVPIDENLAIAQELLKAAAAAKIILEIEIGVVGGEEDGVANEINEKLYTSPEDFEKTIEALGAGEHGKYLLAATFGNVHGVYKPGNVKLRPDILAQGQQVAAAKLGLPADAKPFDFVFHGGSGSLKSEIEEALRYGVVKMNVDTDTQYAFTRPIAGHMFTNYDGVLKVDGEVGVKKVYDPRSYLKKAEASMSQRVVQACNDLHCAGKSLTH
# UGM FP inh = blocks M. tuberculosis UGM enzyme; P9WIQ1; purified UGM, fluorescence polarization probe displacement; 320,000 compounds, 0.06% hits; AID 504406; inhibition, % at 10 µM; in the data active means inhibition above about 10%, passing the limit was not always enough; inconclusive means no clear call, values can overlap the other calls
# Target sequence (P9WIQ1 whole entry, looked up): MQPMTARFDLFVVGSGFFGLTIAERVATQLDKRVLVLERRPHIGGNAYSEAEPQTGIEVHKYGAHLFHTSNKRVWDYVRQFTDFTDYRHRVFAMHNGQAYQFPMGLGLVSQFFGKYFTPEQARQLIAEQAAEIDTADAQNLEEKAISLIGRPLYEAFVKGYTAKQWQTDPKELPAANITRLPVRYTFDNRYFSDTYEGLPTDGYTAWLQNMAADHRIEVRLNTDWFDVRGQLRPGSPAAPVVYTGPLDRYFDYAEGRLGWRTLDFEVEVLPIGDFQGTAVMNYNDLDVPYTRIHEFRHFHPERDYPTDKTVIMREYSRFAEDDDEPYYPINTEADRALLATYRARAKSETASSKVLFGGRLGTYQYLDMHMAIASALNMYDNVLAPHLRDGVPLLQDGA
# PrPC surface inh = inhibitors of human cell surface prion protein PrPC | TR-FRET read-out | inhibition, % at 13.8 µM | 370,000 compounds, 0.43% hits; in the data active means inhibition above about 24%; further: 0% = median of the test wells and 100% = reference compound wells
# BoNT F protease = inhibitors of Botulinum neurotoxin F light chain protease. 360,000 compounds, 0.22% hits. inhibition, % at 10 µM. Multiplex microsphere protease cleavage assay, flow cytometry; in the data active means inhibition above about 35%, passing the limit was not always enough; inconclusive means no clear call, values can overlap the other calls; further: plate controls were buffer without enzyme for full effect and enzyme alone for no effect
# * marks the source's active call; other numbers are inactive results; ? = inconclusive; . = no result given; & = joins results of further samples. Unless noted, no stated cut-off is given here; in the data, active means inhibition above about 30%; inactive means the rest.
Structure	GDH-TPI inh	BioA inh	CCHFV vOTU inh	BoNT A protease	FadD28 binding	Mtb FBA inh	UGM FP inh	PrPC surface inh	BoNT F protease
O=C(NNC(=O)c1ccc(Cl)nc1)c1ccc(Br)cc1	14	.	-8	0.3	0.2	0	-1.6	6	6
CC(=O)N1CCN(S(=O)(=O)c2cccc(C(=O)NNC(=O)c3ccc(Br)cc3)c2)CC1	4	-1.2	5	-0.8	-1.8	-1	.	-4	-5
O=C(NCc1ccccc1Cl)c1ccc2sc([C@H]3C[C@H](O)[C@@H](CO)O3)nc2c1	7	-1.4	-3	-0.2	0.2	0	.	-3	-7
COc1ccc2oc(C(=O)OCC(=O)NC3CCCCC3)c(C)c2c1	10	-1.4	-2	.	0.7	39*	0.5	-3	.
Cc1cc(O)c(NC(=O)c2ccc(Br)o2)cc1C	-11	-1.1	0	1.9	0.7	4	1.7	-3	4
CC1CCN(C(=O)c2ccc(S(=O)(=O)N3CCCCCC3)cc2)CC1	14	.	10	1.8	-1.9	3	-0.9	-1	-2
O=C(Cc1ccc(Br)cc1)N(Cc1ccccc1)c1ccccn1	-1	0.8	0	0.1	-3.0	-3	-2.6	8	-7
CCCCOC(=O)c1cc(=O)[nH]c2ccccc12	11	.	-17	1.5	-0.3	6	-0.2	-1	2
Cc1ccc(O)c(C(=O)CC(=O)c2ccc(C(C)(C)C)cc2)c1	-4	1.5	-1	-5.1	-1.2	2	0.9	2	-9
Cc1ccnc(N(C(=O)c2cccs2)C(=O)c2cccs2)c1	3	1.7	-7	-1.5	-1.5	7	-1.2	3	-1
COc1cc(/C=C/C(=O)OCC(=O)NC(=O)NC2CCCC2)ccc1OCC#N	9	1.9	14	-2.8	-2.6	8	.	-8	-11
O=C(Nc1ccc(Nc2ccccc2)cc1)N1CCOCC1	1	-1.5	1	2.1	0.4	2	-2.1	6	-12
CCOC(=O)NN1C(=O)c2ccccc2NC1c1cccc(O)c1 (stereo not drawn)	5	.	-65	-0.6	-1.6	32*	1.5	4	-11
O=C1CC2c3ccccc3C1C1C(=O)N(CCc3ccccc3)C(=O)C21 (stereo not drawn)	6	.	1	0.4	-1.7	-1	1.9	7	6
COc1ccc(OC)c2sc(NC(=O)CCS(=O)(=O)c3ccccc3)nc12	3	0.2	0	-0.6	0.5	-1	0.3	0	4
CCCc1cc(=O)oc2cc(C)cc(OCC(=O)NCc3ccccn3)c12	6	3.5	-18	-0.8	-0.3	55*	0.2	3	3

# Four entries from above, reformatted:
# Below each compound: GDH-TPI inh, BioA inh, CCHFV vOTU inh, BoNT A protease, FadD28 binding, Mtb FBA inh, UGM FP inh, PrPC surface inh, BoNT F protease
- Cc1ccc(O)c(C(=O)CC(=O)c2ccc(C(C)(C)C)cc2)c1
  -4, 1.5, -1, -5.1, -1.2, 2, 0.9, 2, -9
- CCOC(=O)NN1C(=O)c2ccccc2NC1c1cccc(O)c1 (stereo not drawn)
  5, ., -65, -0.6, -1.6, 32*, 1.5, 4, -11
- O=C(Nc1ccc(Nc2ccccc2)cc1)N1CCOCC1
  1, -1.5, 1, 2.1, 0.4, 2, -2.1, 6, -12
- CCCc1cc(=O)oc2cc(C)cc(OCC(=O)NCc3ccccn3)c12
  6, 3.5, -18, -0.8, -0.3, 55*, 0.2, 3, 3

# The listing continues:
Structure	GDH-TPI inh	BioA inh	CCHFV vOTU inh	BoNT A protease	FadD28 binding	Mtb FBA inh	UGM FP inh	PrPC surface inh	BoNT F protease
Cc1ccc([N+](=O)[O-])cc1NC1CC(O)C(CO)O1 (stereo not drawn)	6	1.8	2	-0.5	-0.8	-2	.	-6	2
O=C(CCNC(=O)c1ccc([N+](=O)[O-])cc1)NCc1ccco1	9	0.1	-7	0.3	-2.7	3	1.1	-24	5
CCN(c1cccc(C)c1)S(=O)(=O)c1cnc[nH]1	15	.	-12	-0.3	-2.6	0	-1.4	-9	-4
CCOC(=O)c1cn(CC)c2cc3c(cc2c1=O)OCO3	3	1.3	-2	-0.5	-2.2	4	0.2	1	-7
CCOC(=O)c1c(NC(=O)CN2CCOCC2)sc2c1CC(C)(C)OC2	9	2.1	-2	-0.3	-1.5	0	-1.7	-7	2
COc1ccc(CCN(C)CC(=O)Nc2cc(C)nc3ccccc23)cc1OC	1	-0.3	-6	0.0	-0.6	0	1.6	1	-4
CC(C)n1cc(/C=C2/NC(=O)NC2=O)c2ccccc21	6	.	14	-0.6	-0.7	0	0.5	-4	-1
CCOc1ccc(Oc2nc(NCC(C)C)nc(OC)n2)nn1	2	-0.7	-3	-1.1	-1.2	5	4.1	10	-16
COc1cccc(CN(C)C(=O)c2cccc(S(=O)(=O)N3CCN(Cc4ccccc4)CC3)c2)c1OC	0	-0.6	4	-1.7	0.4	2	.	4	-2
COc1ccc(CNC(=O)c2ccc(Cn3cc(Cl)cn3)o2)cc1	1	2.4	7	2.3	-2.8	-4	0.4	0	3
O=C(NC1CCCCC1)N1CCc2[nH]c3ccccc3c2C1	5	0.2	58*	0.3	-3.7	3	1.8	9	24
CC(C)(C)OC(=O)N1CCC[C@@H]1C(=O)NCc1ccccc1Cl	.	.	10	-1.0	.	.	.	-6	4
CC(=O)c1ccc(NC(=O)C(C)OC(=O)CCN=C2NS(=O)(=O)c3ccccc32)cc1 (stereo not drawn)	7	-0.8	8	-2.5	-0.5	-2	-0.8	4	20
Cc1nc2cc(C(=O)N3c4ccccc4CC3C)ccc2s1 (stereo not drawn)	6	4.8	-16	-0.3	-1.8	2	0.4	3	2
NC(=O)C1CCCNC1 (stereo not drawn)	0	0.5&-1.9	0	-0.8	-0.9	0	0.1	-6	-6
CN(CC(=O)Nc1ccc(Cl)c(C(F)(F)F)c1)C(=O)c1ccc(S(=O)(=O)N2CCOCC2)cc1	1	-0.3	3	0.2	-2.1	-2	.	6	6
O=C1C(C2=NC(C(=O)O)C3C(=O)N(c4ccccc4)C(=O)C23)=C(O)c2ccccc21 (stereo not drawn)	23	-0.5	7	0.2	0.5	0	-1.6	-4	-4
O=C(NCc1ccc2c(c1)OCO2)C1CCN(c2ccc(S(=O)(=O)N3CCCC3)cc2)CC1	-1	-1.8	8	-0.8	-4.5	-2	1.1	4	-4
COc1ccc(S(=O)(=O)N2CCc3ccccc32)cc1C(=O)N1CCC(C)CC1	4	.	-14	1.0	0.0	6	-0.2	0	4
COc1cccc(C(=O)COc2cccc(NC(=O)c3cccc([N+](=O)[O-])c3)c2)c1	-8	0.4	5	-0.4	2.0	0	-0.5	-6	-3
Cc1cccc(NC(=O)c2ccco2)c1C(=O)O	-6	-1.7	11	-0.5	-0.6	0	-1.0	-6	6
C=CCN(Cc1ccc(Br)s1)C(=O)c1ccc(OCc2c(C)noc2C)cc1	6	0.6	2	0.5	1.7	6	.	-1	-2
COc1ccccc1NS(=O)(=O)c1cccc(NS(=O)(=O)c2cc(C(=O)O)ccc2Cl)c1	19	-4.5	5	0.6	-0.4	2	.	-3	-6
CC1CCN(c2ccc(C(=O)N3CCOCC3)cc2[N+](=O)[O-])CC1	2	0.0	-2	-0.4	-0.2	-1	1.8	-12	2
O=C(Nc1ccc(C(F)(F)F)cc1)C1CC(=O)N(c2ccc3c(c2)OCCO3)C1 (stereo not drawn)	20	-1.0	5	-0.1	-0.2	-3	-1.2	6	-4
O=c1c(Cl)c(N2CCN(c3ccc(F)cc3)CC2)cnn1-c1nc2ccccc2s1	-13	.	-4	0.0	-4.3	3	1.5	-3	0
Cc1ccc(C(C)C)cc2c(C)ccc1-2	3	-1.1	2	0.1	-5.1	-3	.	-7	-3
CC(C)(C)N1C(=O)c2c(C(=O)OCc3ccccc3)[nH]c(-c3ccccc3)c2C1=O	.	2.5	5	-0.7	-0.2	1	.	-4	-9
C/C(CC1CC(COCCC(C)C)OC1=O)=N\NC(N)=S (stereo not drawn)	1	-5.4	-12	0.9	-2.8	3	-2.0	-2	1
Cc1ccc(C(=O)NCCC2=CCCCC2)cc1S(=O)(=O)N1CCCCC1	9	-1.4	2	0.8	-1.9	2	0.1	15	3
O=c1nc(-c2ccccc2)cn[nH]1	17	0.2	10	1.3	-0.4	1	-0.6	-20	-1
CC(NC(=O)N1CC1(C)C)c1ccccc1 (stereo not drawn)	-3	1.4	-21	0.5	-3.0	-1	.	-1	-8
CC(=O)OCCCNc1cc(Sc2ccc(Cl)cc2)c2nonc2c1[N+](=O)[O-]	10	.	-11	3.1	-2.1	4	-0.8	-1	-1
O=C(Nc1ccc(F)cc1)c1nc(S(=O)(=O)Cc2ccccc2)ncc1Cl	14	0.6	11	0.3	-0.3	0	-2.6	66*	-1
Cc1cc(OCC(=O)NCc2ccncc2)c2c(C)cc(=O)oc2c1	17	-1.1	-8	1.5	-1.2	79*	3.2	5	3
O=C(NCc1ccncc1)C1CCN(S(=O)(=O)c2ccc(F)cc2)CC1	3	0.9	0	-0.4	-2.2	-2	4.2	-9	15
COc1cccc(CNC(=O)c2ccc(NC(=O)CC3SC(N4CCCCC4)=NC3=O)cc2)c1 (stereo not drawn)	0	-0.5	7	.	-2.0	5	-4.1	-2	.
O=C(Nc1ccc(F)cc1)c1ccc(CSc2ccc(Cl)cc2)o1	9	-0.4	-2	1.3	-0.9	-1	-1.0	0	?
CC(NC(=O)c1ccco1)C(=O)OCC(=O)c1ccc(Cl)s1 (stereo not drawn)	-7	.	-8	-0.4	-4.0	-3	-3.1	5	-9
O=C(CCCN1CCN(c2ccccc2)CC1)c1ccc(F)cc1	7	-2.4	10	0.3	-0.2	3	.	-4	-5
COc1cc([N+](=O)[O-])ccc1NC(=O)CCN1C(=O)C2C3CCC(C3)C2C1=O (stereo not drawn)	-4	1.2	-12	0.2	-1.0	1	-0.6	-4	-5
O=S1(=O)CC(N2CCCCC2)CN1Cc1cn(Cc2ccc(C(F)(F)F)cc2)nn1 (stereo not drawn)	.	.	-4	-0.3	.	.	.	3	-5
CC(=O)c1csc(COc2ccccc2)n1	-14	.	1	?	-3.1	-2	-0.4	10	?
COC(=O)COC(=O)CC(CC(N)=O)c1ccccc1 (stereo not drawn)	-1	-0.6	-1	1.0	-3.1	-1	4.2	3	1
Cc1ccc(-c2nc3cc(N)ccc3o2)c(C)c1	9	1.1	4	-0.4	-3.3	10	-0.7	-2	-9
Cc1ccc(NC(=O)COC(=O)c2ccccc2Cl)cc1S(=O)(=O)N(C)C	-6	.	5	-0.9	0.5	6	0.5	3	-5
Cc1ccc(C(=O)OCC(=O)NC2CCCCC2)s1	-3	.	-7	0.6	0.1	4	.	-4	-8
CCN(CC(=O)Nc1ccc2c(c1)OCO2)Cc1nc2ccccc2c(=O)[nH]1	7	.	-3	1.4	-0.6	0	0.6	3	13
Cc1ccc(NC(=O)c2ccc(Nc3ccccc3F)nc2)cc1	0	.	0	-0.3	-3.6	-6	-0.2	12	-2
N#Cc1c(-c2cccs2)nc(SCC(=O)c2cccs2)[nH]c1=O	12	24	31*	0.8	-19	1	-0.4	22	-5
O=C(Nc1ccccc1)Nc1cnccn1	2	-0.6	1	-0.4	.	5	1.6	-1	3
Cc1ccccc1OCC(=O)OCC(=O)Nc1ncc(Cl)c(C)c1Cl	3	-1.9	4	2.6	.	2	.	5	8
Fc1cccc(Cl)c1CSc1nnc2ccccn12	-9	.	-2	-0.8	-4.0	1	-0.1	6	3
COc1ccc(CCNC(=O)C23CCC(C)(C(=O)O2)C3(C)C)cc1OC (stereo not drawn)	6	.	6	-0.5	-0.9	-1	0.0	0	0
O=C1Nc2ccccc2/C1=C/c1nc2ccccc2c(=O)n1-c1ccc(O)cc1	24	-0.2	-3	-0.2	0.4	-3	-1.6	-15	-1
Clc1ccccc1OCc1nn2c(-c3ccncc3)nnc2s1	12	-4.6	-3	0.8	-0.3	2	-1.6	-4	10
O=C(OCc1cc2ccccc2[nH]c1=O)c1ccccn1	5	1.4	14	-0.1	-1.3	0	1.2	-3	-12
COc1ccccc1CC(=O)N1CCN(S(=O)(=O)c2ccccc2F)CC1	11	0.1	11	0.6	-1.4	3	4.3	2	1
